V-ATPase pH: regulators of yeast V-ATPase proton pumping, primary screen, pHLuorin cytosolic pH fluorescence. S. cerevisiae. actives 0.37% (n = 350,000). response, % at 10 µM; in the data active = response mostly above about 7.3%, no sharp cut-off; inactive = mostly below about 5.4%; note: actives read high; inactives centre near 0; some compounds called inactive have numbers as strong as hits; reference of the scale not given here
MOR-DOR ag: agonists of OPRM1-OPRD1 heterodimerization, primary screen, cell-based, luminescence | Mu-type opioid receptor (Homo sapiens) + Delta-type opioid receptor (Homo sapiens), … | actives 0.3% (n = 340,000) | activation, % at 9.3 µM | cells | AID 504326, 2011; in the data active = activation above about 18%;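 note: 0% = vehicle-treated cells and 100% = reference agonist; values of inactives mirror those of a sister screen read the other way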
HTR5A inv ag: HTR5A inverse agonists in luminescence cell assay, primary screen, counter-screen for OPRM1-OPRD1 heterodimer inverse agonist project, full-deck HTS. inhibition, % at 9.3 µM. actives 0.083% (n = 340,000). HTR5A cell line, inverse agonism. AID 504634, 2011; in the data active = inhibition mostly above about 23%, no sharp cut-off; inactive = mostly below about 18%;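 note: 0% = cells with DMSO and 100% = no-cell wells with DMSO; some compounds called inactive have numbers as strong as hits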
Target sequence (P47898 whole entry, looked up): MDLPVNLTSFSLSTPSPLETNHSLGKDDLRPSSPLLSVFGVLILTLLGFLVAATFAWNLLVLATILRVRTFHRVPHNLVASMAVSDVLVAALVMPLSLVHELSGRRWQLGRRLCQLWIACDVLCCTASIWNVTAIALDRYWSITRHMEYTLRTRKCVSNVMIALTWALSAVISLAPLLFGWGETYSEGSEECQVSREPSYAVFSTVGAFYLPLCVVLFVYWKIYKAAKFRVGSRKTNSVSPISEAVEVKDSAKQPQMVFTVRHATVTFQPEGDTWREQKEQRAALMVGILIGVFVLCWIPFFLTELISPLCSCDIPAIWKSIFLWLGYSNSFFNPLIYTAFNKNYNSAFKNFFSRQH
Arr AP2 block: inhibitors of beta-arrestin/AP2 binding, primary screen, biochemical, GPCR trafficking, flow cytometry. beta-arrestin 1 C-terminal peptide binding to AP2 beta2-adaptin appendage (human). FITC-arrestin peptide / GST-AP2 beads; AP2 beta2 appendage carries R879A mutation. inhibition, % at 10 µM. AID 504490, 2011. actives 0.31% (n = 340,000);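 active = inhibition above a set limit, near 3 SD of compounds lacking own fluorescence, cut at about 54% in these data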;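 note: plate controls were DMSO wells for no effect and 5 µM unlabelled arrestin peptide for full effect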
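System: GST-AP2 R879A glutathione beads; medium: PBS, Tween 20 0.05%, BSA 0.1%; reagent: fluorescein-tagged arrestin peptide at 50 nM final; schedule: pre-incubation 12 min, peptide binding 1 h, room temperature; detection: flow cytometry, FL1 (488/535 nm); read-out: inhibition as reduced fluorescein signal on beads, percent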
OPRM1-OPRD1 inv: inverse agonists of MOR-DOR heterodimerization, primary screen, cell-based, luminescence | Mu-type opioid receptor (Homo sapiens) + Delta-type opioid receptor (Homo sapiens), … | AID 504357, 2011 | cell-based MOR-DOR heterodimer luminescence, inverse agonism | inhibition, % at 9.3 µM | actives 0.21% (n = 340,000); in the data active = inhibition above about 22%, passing the limit was not always enough;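 note: 0% = cells with DMSO and 100% = wells without cells with DMSO; values of inactives mirror those of a sister screen read the other way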
DSG3 Ab inh: inhibitors of pemphigus antibody binding to DSG3, primary screen, biochemical, bead-based, flow cytometry, scFv-GFP. binding (percent of control), % at 10 µM. actives 0.48% (n = 310,000). Desmoglein-3 (Homo sapiens), P32926. DSG3-coupled beads, scFv-anti-DSG3-GFP binding; hits give low values. AID 588358, 2011;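 active = binding more than 3 SD below its plate's average and above zero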;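 note: hits lower antibody fragment binding to DSG3; some compounds called inactive have numbers as strong as hits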
PKA-R2B activ: activators of PKA-R2B holoenzyme, primary screen, biochemical, fluorescence polarization, Cy5-IP20, human. activation, % at 11.4 µM. actives 0.079% (n = 340,000). PKA-R2B holoenzyme dissociation; R2B truncated from residue 108, S112A mutant; 0% DMSO only, 100% 113 µM cGMP. cAMP-dependent protein kinase catalytic subunit beta (Homo sapiens) + cAMP-dependent …;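 active = activation above a cutoff set at the mean over all compounds plus 3 SD, cut at about 18% in these data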;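 note: higher means more holoenzyme dissociation and a rise in polarization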
HTR5A ag: HTR5A agonists in luminescence cell assay, primary screen, counter-screen for OPRM1-OPRD1 heterodimer agonist project, full-deck HTS | actives 0.61% (n = 340,000) | cell-based | activation, % at 9.3 µM | 5-hydroxytryptamine receptor 5A (Homo sapiens), P47898 | AID 504692, 2011; in the data active = activation mostly above about 9.5%, no sharp cut-off; inactive = mostly below about 7.6%;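 note: 0% = cells with vehicle only and 100% = reference agonist; strong numbers were not always called active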
PKA-R1A act: activators of PKA-R1A holoenzyme, primary screen, biochemical, fluorescence polarization, Cy5-IP20, bovine R1A, mouse PKAc | cAMP-dependent protein kinase type I-alpha regulatory subunit (Bos taurus) + … | PKA-R1A dissociation; scaled: DMSO 0%, 113 µM cGMP 100% | activation, % at 11.4 µM | actives 0.083% (n = 340,000) | AID 504707, 2011;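 active = percent activation above the mean of all tested compounds plus 3 SD, cut at about 19% in these data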;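 note: higher means more PKAc released from R1A so a rise in polarization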
DAGLB inhibitor: DAGLB lipase inhibitors, primary screen, biochemical, fluorescence, HTS | actives 0.059% (n = 340,000) | AID 504411, 2011 | Diacylglycerol lipase-beta (Homo sapiens), Q8NCG7 | inhibition, % at 5.17 µM | HEK293T DAGLB membrane lysate, EnzChek fluorogenic substrate; in the data active = inhibition above about 34%;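 note: 0% = enzyme with vehicle and 100% = wells lacking enzyme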
Target sequence (Q8NCG7 whole entry, looked up): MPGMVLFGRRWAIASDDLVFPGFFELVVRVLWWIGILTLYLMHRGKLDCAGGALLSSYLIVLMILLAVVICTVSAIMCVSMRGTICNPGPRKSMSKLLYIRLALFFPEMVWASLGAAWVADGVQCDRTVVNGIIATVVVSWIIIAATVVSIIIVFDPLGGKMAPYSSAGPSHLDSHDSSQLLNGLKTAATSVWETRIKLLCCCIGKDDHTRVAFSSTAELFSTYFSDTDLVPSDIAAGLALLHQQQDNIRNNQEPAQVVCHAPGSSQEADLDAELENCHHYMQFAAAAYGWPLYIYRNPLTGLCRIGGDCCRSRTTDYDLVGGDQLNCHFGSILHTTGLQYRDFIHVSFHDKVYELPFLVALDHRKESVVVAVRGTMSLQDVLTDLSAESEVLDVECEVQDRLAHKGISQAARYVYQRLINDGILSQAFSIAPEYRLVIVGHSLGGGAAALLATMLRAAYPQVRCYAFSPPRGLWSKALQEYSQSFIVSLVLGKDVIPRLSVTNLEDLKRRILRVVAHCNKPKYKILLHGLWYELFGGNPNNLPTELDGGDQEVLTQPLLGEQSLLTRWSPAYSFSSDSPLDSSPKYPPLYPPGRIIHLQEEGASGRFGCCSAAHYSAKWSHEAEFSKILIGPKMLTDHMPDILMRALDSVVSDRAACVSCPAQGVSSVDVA
* = called active by the depositor.

For O=C1c2ccccc2C(=O)N1OCc1cccc(Cl)c1 the results were V-ATPase pH -1, MOR-DOR ag 0.0, HTR5A inv ag 1, Arr AP2 block 19, OPRM1-OPRD1 inv 0, DSG3 Ab inh 94, PKA-R2B activ 4, HTR5A ag 0, PKA-R1A act 7 and DAGLB inhibitor -3.
`Cc1ccc(NC(=O)CSc2n[nH]c(-c3cccnc3)n2)cc1Cl` gave V-ATPase pH 1, MOR-DOR ag -1.3, HTR5A inv ag 4, Arr AP2 block -1, OPRM1-OPRD1 inv 7, DSG3 Ab inh 97, PKA-R2B activ 2, HTR5A ag -2, PKA-R1A act 0 and DAGLB inhibitor -1.
Screening CCOC(=O)C1=C(O)C(=O)N(c2ccc(S(N)(=O)=O)cc2)C1c1ccc(Br)cc1 (stereo not drawn) returned V-ATPase pH -3, MOR-DOR ag -0.5, HTR5A inv ag 0, Arr AP2 block 1, OPRM1-OPRD1 inv 2, DSG3 Ab inh 108, PKA-R2B activ -5, HTR5A ag 0, PKA-R1A act -1 and DAGLB inhibitor 5.
For CS(=O)(=O)Nc1nc2n(n1)C(c1ccccc1)C=C(c1ccc(Br)cc1)N2 (stereo not drawn) the results were V-ATPase pH 1, MOR-DOR ag 1.5, HTR5A inv ag 20, Arr AP2 block -7, OPRM1-OPRD1 inv -8, DSG3 Ab inh 97, PKA-R2B activ 1, HTR5A ag -1, PKA-R1A act 10 and DAGLB inhibitor -15.
Screening CCn1c(SCc2cc(=O)n3ccsc3n2)nc2ccccc21 returned V-ATPase pH 1, MOR-DOR ag -1.5, HTR5A inv ag 1, Arr AP2 block -4, OPRM1-OPRD1 inv 7, DSG3 Ab inh 116, PKA-R2B activ -7, HTR5A ag -1, PKA-R1A act -14 and DAGLB inhibitor 1.
For Cc1nc(NC(C)C(=O)O)c2nc(C)oc2n1 (stereo not drawn) the results were V-ATPase pH -3, MOR-DOR ag -1.3, HTR5A inv ag 5, Arr AP2 block 7, OPRM1-OPRD1 inv 6, DSG3 Ab inh 101, PKA-R2B activ -1, HTR5A ag -2, PKA-R1A act 4 and DAGLB inhibitor -2.
`O=C(c1ccc(S(=O)(=O)N2CCC(c3nc4ccccc4[nH]3)CC2)cc1)N1CCOCC1` gave V-ATPase pH -4, MOR-DOR ag -3.7, HTR5A inv ag -9, Arr AP2 block 19, OPRM1-OPRD1 inv 20, DSG3 Ab inh 98, PKA-R2B activ 1, HTR5A ag 3, PKA-R1A act -4 and DAGLB inhibitor -1.
Cc1cc(C)c(C)c(S(=O)(=O)Nc2ccc(O)cc2)c1C was read as V-ATPase pH 1, MOR-DOR ag 0.5, HTR5A inv ag -5, Arr AP2 block 0, OPRM1-OPRD1 inv -2, DSG3 Ab inh 105, PKA-R2B activ -14, HTR5A ag 3, PKA-R1A act 8 and DAGLB inhibitor 1.
`CC(C)Cn1c(SCC(=O)Nc2cc(Cl)c(Cl)cc2Cl)nc(O)cc1=O` gave V-ATPase pH -6, MOR-DOR ag 0.3, HTR5A inv ag 3, Arr AP2 block -17, OPRM1-OPRD1 inv -2, DSG3 Ab inh 105, PKA-R2B activ -18, HTR5A ag 6, PKA-R1A act -12 and DAGLB inhibitor -19.
O=C(CCc1nnc(CCCCc2ccccc2)o1)NCCn1cccn1 was read as V-ATPase pH -1, MOR-DOR ag -2.4, HTR5A inv ag 10, Arr AP2 block 6, OPRM1-OPRD1 inv 16, DSG3 Ab inh 103, PKA-R2B activ -9, HTR5A ag -4, PKA-R1A act 3 and DAGLB inhibitor 0.
`O=C1C=CC2(O[C@H](c3ccccc3)[C@@H](c3ccccc3)O2)[C@H](Sc2ccccc2O)C1` gave V-ATPase pH 3, MOR-DOR ag -7.8, HTR5A inv ag 4, Arr AP2 block -5, OPRM1-OPRD1 inv 38, PKA-R2B activ 0, HTR5A ag -1, PKA-R1A act -6 and DAGLB inhibitor 7.
`CC(=O)c1ccc(S(=O)(=O)N2CCN(CC(=O)Nc3ccc(Cl)c([N+](=O)[O-])c3)CC2)cc1` gave V-ATPase pH 5, MOR-DOR ag -0.9, HTR5A inv ag -23, Arr AP2 block -13, OPRM1-OPRD1 inv 4, PKA-R2B activ -3, HTR5A ag 0, PKA-R1A act -3 and DAGLB inhibitor 2.
NC(=O)CC(c1ccccc1)c1ccc2c(c1)OCO2 (stereo not drawn) was read as V-ATPase pH 1, MOR-DOR ag -0.1, HTR5A inv ag -3, Arr AP2 block 3, OPRM1-OPRD1 inv 0, DSG3 Ab inh 109, PKA-R2B activ 8, HTR5A ag 6, PKA-R1A act -4 and DAGLB inhibitor -1.
Screening O=C(O)c1cccc(NN=C2c3ccccc3-c3ccccc32)c1 returned V-ATPase pH 1, MOR-DOR ag -2.2, HTR5A inv ag 15, Arr AP2 block -27, OPRM1-OPRD1 inv 10, DSG3 Ab inh 81, PKA-R2B activ -1, HTR5A ag -6, PKA-R1A act -11 and DAGLB inhibitor 9.
Screening COc1ccccc1NC(=O)CSc1nnnn1C returned V-ATPase pH 0, MOR-DOR ag 0.1, HTR5A inv ag 8, Arr AP2 block -4, OPRM1-OPRD1 inv -1, DSG3 Ab inh 103, PKA-R2B activ 3, HTR5A ag 3, PKA-R1A act 9 and DAGLB inhibitor 1.

3 compounds picked at random from those above:
Screening CCOC(=O)C1=C(O)C(=O)N(c2ccc(S(N)(=O)=O)cc2)C1c1ccc(Br)cc1 (stereo not drawn) returned V-ATPase pH -3, MOR-DOR ag -0.5, HTR5A inv ag 0, Arr AP2 block 1, OPRM1-OPRD1 inv 2, DSG3 Ab inh 108, PKA-R2B activ -5, HTR5A ag 0, PKA-R1A act -1 and DAGLB inhibitor 5.
For CS(=O)(=O)Nc1nc2n(n1)C(c1ccccc1)C=C(c1ccc(Br)cc1)N2 (stereo not drawn) the results were V-ATPase pH 1, MOR-DOR ag 1.5, HTR5A inv ag 20, Arr AP2 block -7, OPRM1-OPRD1 inv -8, DSG3 Ab inh 97, PKA-R2B activ 1, HTR5A ag -1, PKA-R1A act 10 and DAGLB inhibitor -15.
Cc1cc(C)c(C)c(S(=O)(=O)Nc2ccc(O)cc2)c1C was read as V-ATPase pH 1, MOR-DOR ag 0.5, HTR5A inv ag -5, Arr AP2 block 0, OPRM1-OPRD1 inv -2, DSG3 Ab inh 105, PKA-R2B activ -14, HTR5A ag 3, PKA-R1A act 8 and DAGLB inhibitor 1.

Additional entries
Screening O=C(NCCCN1CCC(Cc2ccccc2)CC1)C1CCN(S(=O)(=O)N2CCOCC2)CC1 returned V-ATPase pH 4, MOR-DOR ag -1.9, HTR5A inv ag 4, Arr AP2 block 22, OPRM1-OPRD1 inv 10, DSG3 Ab inh 102, PKA-R2B activ 0, HTR5A ag -1, PKA-R1A act -8 and DAGLB inhibitor -2.
`Cc1ccc(NC(=O)CNC(C)c2ccccc2)cc1` (stereo not drawn) gave V-ATPase pH 2, MOR-DOR ag -2.2, HTR5A inv ag 4, Arr AP2 block 0, OPRM1-OPRD1 inv 10, DSG3 Ab inh 105, PKA-R2B activ 5, HTR5A ag -1, PKA-R1A act 1 and DAGLB inhibitor -1.
For CC(Cl)c1cc(-c2ncc(C(F)(F)F)cc2Cl)no1 (stereo not drawn) the results were V-ATPase pH 0, MOR-DOR ag 1.0, HTR5A inv ag -3, Arr AP2 block 1, OPRM1-OPRD1 inv -5, DSG3 Ab inh 97, PKA-R2B activ -5, HTR5A ag 3, PKA-R1A act -11 and DAGLB inhibitor -4.
Cc1csc(NC(=O)CSC2=NCCS2)n1 was read as V-ATPase pH 2, MOR-DOR ag -3.0, HTR5A inv ag 13, Arr AP2 block 22, OPRM1-OPRD1 inv 16, DSG3 Ab inh 115, PKA-R2B activ -10, HTR5A ag 5, PKA-R1A act -6 and DAGLB inhibitor -3.
Screening Cn1ccnc1C(O)c1cc(C(C)(C)C)c(O)c(C(C)(C)C)c1 (stereo not drawn) returned V-ATPase pH -3, MOR-DOR ag 3.0, HTR5A inv ag -7, Arr AP2 block 4, OPRM1-OPRD1 inv -19, DSG3 Ab inh 101, PKA-R2B activ -2, HTR5A ag 3, PKA-R1A act -1 and DAGLB inhibitor 2.
Screening CCCCc1nnc(NC(=O)C2CC(=O)N(Cc3ccccc3)C2)s1 (stereo not drawn) returned V-ATPase pH -2, MOR-DOR ag -1.1, HTR5A inv ag -14, Arr AP2 block 3, OPRM1-OPRD1 inv 5, DSG3 Ab inh 108, PKA-R2B activ -6, HTR5A ag 5, PKA-R1A act 0 and DAGLB inhibitor 2.
`O=C(NC1CCCCC1)N1CCN(c2ccccc2Cl)CC1` gave V-ATPase pH -2, MOR-DOR ag -2.4, HTR5A inv ag -7, Arr AP2 block 3, OPRM1-OPRD1 inv 8, DSG3 Ab inh 111, PKA-R2B activ 0, HTR5A ag -3, PKA-R1A act 2 and DAGLB inhibitor -3.
`O=C(N[C@H]1CC1c1ccccc1)c1ccc([N+](=O)[O-])cc1` (stereo partly drawn) gave V-ATPase pH 5, MOR-DOR ag 0.3, HTR5A inv ag -6, Arr AP2 block -8, OPRM1-OPRD1 inv -1, DSG3 Ab inh 107, PKA-R2B activ 7, HTR5A ag -9, PKA-R1A act 9 and DAGLB inhibitor -5.
`Cc1ccc(NC2CCCN(C(=O)CN3C(=O)CSC3=O)C2)cc1C` (stereo not drawn) gave V-ATPase pH -1, MOR-DOR ag -1.5, HTR5A inv ag -7, Arr AP2 block -7, OPRM1-OPRD1 inv 8, DSG3 Ab inh 103, PKA-R2B activ 4, HTR5A ag 2, PKA-R1A act -14 and DAGLB inhibitor 2.

Compound activity as filed in PubChem.
